# Screens deposited in PubChem by National Center for Advancing Translational Sciences (NCATS).
# Menin-MLL TR inh: menin-MLL binding inhibition, Texas Red mutant peptide | Potency, µM (titrated, usually from 61.6 µM), for inactives: top-dose FP activity change, negative = inhibition, most hits filed as inhibitors | actives 0.23% (n = 270,000) | Menin + Texas Red MLL mutant peptide, fluorescence polarization | O00255; active = well fitted inhibition curve with a large enough effect in the polarisation, with a control signal flat, not every such curve was filed as active; inconclusive = small, poorly fitted or top-dose-only effect, or effect the other way, or a change in a side signal; inactive = no such curve, though single readings can be large or run the other way; the % refers to the polarisation; also: potency is read from the fitted curve at half-maximal effect; % of control where 0% means no effect; many of its hits are not listed in these tables
# Mito fusion act: inhibitors of mitochondrial division or activators of mitochondrial fusion | S. cerevisiae fusion-defective mutant growth rescue, CellTiterGlo 48 h | Potency, µM (doses to about 46.1 µM), without a hit: at the top dose growth rescue (activation), most hits filed as activators | actives 0.23% (n = 320,000) | AID 485298;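 also: potency is read from the fitted curve at half-maximal effect; % of control where 0% means no effect; nearly all actives have a fitted effect of over 45% in size; temperature-sensitive fusion mutants such as fzo1-1 at 37 °C on non-fermentable ethanol glycerol medium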
#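 Compounds are tested for their ability to restore growth of mitochondrial fusion-defective yeast strains at non-permissive 37C in YPEG medium over 48 hours. Viability is quantified by luciferase luminescence.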
# NPC1 promoter act: NPC1 promoter activation | Potency, µM (titrated, usually from 9.22 µM), inactives show at the top dose activation, hits mostly activators | AID 485313 | actives 2.4% (n = 320,000) | Huh7 NPC1 promoter luciferase reporter, 24 h;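 also: potency is read from the fitted curve at half-maximal effect; % of control where 0% means no effect; nearly all actives have a fitted effect of over 60% in size; reporter is driven by a mutant NPC1 promoter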
#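 Luminescence from an NPC1 promoter-driven luciferase reporter in stably transfected Huh7 cells was measured after 24 h compound treatment at 37 °C, followed by 10 min ambient incubation with luciferase detection reagent.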
# KCNH2 3.1 inh: KCNH2 3.1 (human) potassium channel inhibition; U2OS KCNH2 3.1, thallium flux FluxOr; active compounds read low; activity change, % (tested at about 1.8 µM); actives 0.95% (n = 340,000);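 active = maximum activity change below -70%; inconclusive = maximum activity change from -70% to -50%; inactive = maximum activity change above -50%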;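 also: thallium influx rate constant from kinetic fluorescence after stimulation buffer; % is scaled to controls: 0 for no effect and ±100 for the full control effect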
#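 Steps: virus added to U2OS suspension (4 h, RT, dark); medium with 10% FBS added, cells plated, 37 C overnight; FluxOr/Red40 loading buffer 45 min RT; stimulation buffer, 2 min kinetic read; rate constant normalized.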
# ELG1 DNA repair: inhibitors of ELG1-dependent DNA repair in HEK293T cells. HEK293T ELG1-luciferase reporter, luminescence, 16 h; DNA damage induced by 5-fluorouridine. Potency, µM (series often up to 46.1 µM), for the others: at the top dose activity change, negative = inhibition, actives largely listed as inhibitors. actives 2.3% (n = 330,000). AID 504467; also: potency is read from the fitted curve at half-maximal effect; % is scaled to controls: 0 for no effect and ±100 for the full control effect; nearly all actives have a fitted effect of over 55% in size
#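 Step one: seed 2,000 cells per well. Step two: pin-transfer compound or DMSO alongside 5-fluorouridine. Step three: incubate 16 hr, 37 °C, 5% CO2. Step four: add ONE-Glo, wait 30 min, read luminescence.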
# FLuc modulator: counter-screen for miR-21 project: firefly luciferase inhibitors or activators; P08659; purified FLuc, Km substrates, luminescence inhibition; Potency, µM (top dose mostly 57.5 µM), for inactives: at the highest dose activity change, negative = inhibition, most hits filed as inhibitors; actives 6.9% (n = 360,000); AID 588342;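 also: potency is read from the fitted curve at half-maximal effect; plate controls were vehicle for no effect and reference inhibitor for full effect; nearly all actives have a fitted effect of over 55% in size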
#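 Biochemical qHTS of compounds, final roughly 60 µM downward over six points, against 10 nM purified firefly luciferase using Km concentrations of substrates (10 uM D-luciferin, 10 uM ATP) in Tris acetate pH 7.5 buffer; luminescence output.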
# Rab9 promoter act: activates the Rab9 promoter | actives 2.8% (n = 320,000) | AID 485297 | Huh7 Rab9 promoter-luciferase reporter, luminescence, 24 h | Potency, µM (top dose mostly 9.22 µM), without a hit: at the highest dose activation, negative = inhibition, actives largely listed as activators; also: potency is read from the fitted curve at half-maximal effect; % of control where 0% means no effect; nearly all actives have a fitted effect of over 60% in size
#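 Luciferase signal after 10 min detection reagent at ambient indicates Rab9 promoter upregulation; stably transfected Huh7 cells were treated 24 h with compound in DMSO at 37 °C, 5% CO2.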
# MBNL1-CUG inh: blocks human MBNL1 binding to CUG repeat RNA; Potency, µM (highest dose often 57.5 µM), for inactives: at the highest dose activity change, negative = inhibition, actives largely listed as inhibitors; AID 2675; actives 0.036% (n = 280,000); Q9NR56; TR-FRET MBNL1-His/biotin-(CUG)12 binding, 665/545 ratio; active = well fitted inhibition curve with a large enough effect in the signal ratio, with a control signal flat, not every such curve was filed as active; inconclusive = small, poorly fitted or top-dose-only effect, or effect the other way, or a change in a side signal; inactive = no such curve, though single readings can be large or run the other way; the % refers to the signal ratio; also: potency is read from the fitted curve at half-maximal effect; % is scaled to controls: 0 for no effect and ±100 for the full control effect
# Target sequence (Q9NR56 whole entry, looked up): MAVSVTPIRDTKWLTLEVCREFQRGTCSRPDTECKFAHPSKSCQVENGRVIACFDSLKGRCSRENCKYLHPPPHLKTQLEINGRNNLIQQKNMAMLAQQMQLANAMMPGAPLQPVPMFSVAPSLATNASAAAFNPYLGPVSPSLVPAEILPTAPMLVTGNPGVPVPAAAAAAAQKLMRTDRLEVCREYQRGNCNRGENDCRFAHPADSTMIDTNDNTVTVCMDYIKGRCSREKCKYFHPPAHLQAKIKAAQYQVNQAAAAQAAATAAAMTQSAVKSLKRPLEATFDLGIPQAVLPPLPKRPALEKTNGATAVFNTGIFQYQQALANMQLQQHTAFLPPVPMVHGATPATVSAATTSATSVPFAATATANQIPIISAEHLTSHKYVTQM
#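 Inhibition of protein-RNA binding appears as loss of TR-FRET between terbium anti-His antibody on MBNL1-His and streptavidin-XL665 on biotin-(CUG)12. Activity is normalized to buffer-only and uninhibited-complex controls.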
# RORg inh: inhibitors of mouse ROR gamma transcriptional activity | Drosophila S2 Gal4-RORgamma UAS-luciferase reporter, 20 h | Potency, µM (top dose mostly 53.6 µM), inactives show at the highest dose activity change, negative = inhibition, most hits filed as inhibitors | actives 5.4% (n = 310,000); also: potency is read from the fitted curve at half-maximal effect; % is scaled to controls: 0 for no effect and ±100 for the full control effect; nearly all actives have a fitted effect of over 60% in size
# Target sequence (P51450 whole entry, looked up, the tested form may be a part): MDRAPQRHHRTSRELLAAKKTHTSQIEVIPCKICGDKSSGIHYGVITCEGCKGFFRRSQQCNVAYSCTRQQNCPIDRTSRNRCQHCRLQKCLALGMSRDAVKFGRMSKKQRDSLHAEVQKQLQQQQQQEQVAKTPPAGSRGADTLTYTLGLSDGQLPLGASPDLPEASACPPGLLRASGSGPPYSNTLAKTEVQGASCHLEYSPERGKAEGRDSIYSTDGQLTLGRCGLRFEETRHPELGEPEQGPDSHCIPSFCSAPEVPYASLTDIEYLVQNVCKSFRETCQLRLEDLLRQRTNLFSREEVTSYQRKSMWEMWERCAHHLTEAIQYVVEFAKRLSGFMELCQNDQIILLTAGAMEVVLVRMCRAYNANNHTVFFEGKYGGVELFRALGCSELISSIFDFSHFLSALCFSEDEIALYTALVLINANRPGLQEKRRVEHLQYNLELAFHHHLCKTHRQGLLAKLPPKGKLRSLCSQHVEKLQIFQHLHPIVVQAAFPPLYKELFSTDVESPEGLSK
#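 A Gal4/UAS one-hybrid system in insect cells: metallothionein-promoter Gal4–ROR gamma fusion plus Photinus luciferase reporter. Copper sulfate 700 uM final, 20 hr ambient incubation, luminescent detection after 10 min with reagent.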
# Gal4-VP16 FLuc: inhibits Gal4-VP16 luciferase reporter, ROR gamma counter-screen; Drosophila S2 Gal4-VP16 UAS-luciferase, luminescence, 20 h; Potency, µM (highest dose often 53.6 µM), without a hit: at the highest dose activity, negative = inhibition, hits mostly inhibitors; actives 3.5% (n = 310,000);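 also: Gal4-VP16 expression switched on by copper sulfate through the metallothionein promoter; potency is read from the fitted curve at half-maximal effect; % is scaled to controls: 0 for no effect and ±100 for the full control effect; nearly all actives have a fitted effect of over 50% in size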
# PKM2 act: activators of human pyruvate kinase M2; AID 1631; actives 0.34% (n = 260,000); purified PKM2, Kinase-Glo ATP luminescence, activation; response scale: 0% is enzyme alone, no compound; Potency, µM (highest dose often 57.5 µM), for inactives: at the top dose activation, usual class: activators; also: potency is read from the fitted curve at half-maximal effect; % is scaled to controls: 0 for no effect and ±100 for the full control effect; nearly all actives have a fitted effect of over 55% in size
#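 Kinase-Glo luminescence reports ATP generated from ADP (0.1 mM) and PEP (0.5 mM) by purified hPK-M2 after 1 h at room temperature, pH 7.2 imidazole buffer; intermediate enzyme activity allows detecting inhibitors and activators.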
# Starred values were filed as active, the others as inactive; ? = inconclusive; · = no result given; [ ] = dose if it differs, or a comment. Unless noted, calls follow the shape of the dose curve; as a rule, active = well fitted curve in the direction sought with a large enough effect; inconclusive = small, poorly fitted or top-dose-only effect, or another doubt; inactive = no such curve, though single readings can be large; an effect the other way counts as inactive or inconclusive.
SMILES,Menin-MLL TR inh,Mito fusion act,NPC1 promoter act,KCNH2 3.1 inh,ELG1 DNA repair,FLuc modulator,Rab9 promoter act,MBNL1-CUG inh,RORg inh,Gal4-VP16 FLuc,PKM2 act
CC(=O)Nc1c2c3c(cccc3n(C)c1=O)C(=O)c1ccccc1-2,-20%,5%,-1%,-5,0%,2%,0%,?,3%,-11%,-3%
COCCCNc1nc2c(c(=O)n(C)c(=O)n2C)n1Cc1cccc(OC)c1,-10%,4%,-8%,6,15µM*,4%,0%,?,?,?,9%
CCCc1cnc(N2CCN(S(C)(=O)=O)CC2)nc1,·,-2%,?,18,?,?,?,-15%,19%,-4%,-8%
O=C(Nc1cccc(Cl)c1N1CCOCC1)c1cccnc1,11%,-4%,-2%,-6,-4%,3%,1%,-4%,-6%,6%,·
Cc1cc(=O)n2nc(N3CCCC(C(=O)N4CCOCC4)C3)sc2n1 (stereo unspecified),-5%,-11%,-1%,4,15%,1%,20%,-5%,-12%,-3%,-1%
CC(=O)c1cc(CN2CCN(C3CCN(C(C)C)CC3)C(CCO)C2)cs1 (stereo unspecified),2%,0%,-6%,3,5%,0%,2%,-1%,-1%,-1%,-1%
CC(C)N1CCC(N2CCN(Cc3cc(F)ccc3-n3cccn3)CC2CCO)CC1 (stereo unspecified),4%,6%,-3%,-6,5%,0%,0%,4%,1%,-6%,1%
C/C(=N\NC(=O)c1cc(-c2ccccn2)nc2ccccc12)c1cccc([N+](=O)[O-])c1,29%,13%,-1%,9,1%,5%,-3%,9%,?,3%,4%
COC1CCN(Cc2c(C(=O)N3CCc4ccccc4C3)nc3ccc(Cl)cn23)CC1,·,-5%,14%,-5,-14%,1%,10%,1%,-4%,2%,-1%
COc1ccc(CNC(=O)c2ccc(NC(=O)C3CCCO3)cc2)cc1 (stereo unspecified),-2%,1%,-2%,3,6%,-7%,-5%,4%,-11%[0.365 µM],·,-4%
CC(C)(O)c1ccc2c(c1)CCC1C(C)(C(=O)O)CCCC21C (stereo unspecified),·,9%,0%,-6,-11%,2%,8%,4%,2%,-5%,15%
Cc1ccc(C(C)C)c(OCCNC(=S)Nc2cccc3ccccc23)c1,-1%,?,-4%,-5,-14%,6%,0%,-2%,1.3µM*,3.2µM*,2%
Cc1ccc(CN2CCN(Cc3ccc(OC(C)C)cc3)CC2CCO)o1 (stereo unspecified),-15%,-7%,0%,14,-6%,-3%,-2%,-3%,-9%,10%,-3%
Cc1ccc(NC(=O)CSc2nnc(COc3ccc(C#N)cc3)n2-c2ccccc2)cc1C,-4%,-2%,-1%,-71*,23µM*,-2%,5%,-3%,36%,2%,6%
COc1cc(/C=N/Nc2nc(N3CCCC3)nc(N3CCCC3)n2)ccc1O,·,-4%,-1%,-14,?,-18%,-2%,7%,-40%,8%,1%
CCOc1ccc2ccccc2c1/C=N/NC(=O)CNC(=O)c1ccccc1F,29%,-7%,0%,14,-17%,-3%,4%,?,25%,6%,-1%
CCOC(=O)CC1=NC(=O)CS1,9%,1%,2%,-2,6%,1%,-5%,-8%,-32%,5%,-7%
COc1ccc(N(CC(=O)NCc2ccc(F)cc2)C(=O)CCC(=O)Nc2ccccn2)cc1,-30%,-2%,1%,-21,-5%,2%,0%,4%,34%,10%,5%
C=CCN(c1ccc(C(=O)Nc2cccc([N+](=O)[O-])c2)cc1)S(C)(=O)=O,?,4%,-5%,-2,?,-4%,-7%,?,?,-3%,?
COC(=O)c1ccccc1NC(=O)c1cc(C2CC2)on1,-26%,10%,19%,-16,17%,-11%,23%,2%,9%,6%,-25%
COc1ccc(CN2CCC(n3nccc3NC(=O)C3CC3)CC2)cc1O,·,2%,0%,-27,1%,0%,2%,0%,0%,-5%,-4%
COc1ccc(-c2[nH]ncc2CN(C)CCN2CCOCC2)cc1F,11%,-3%,-4%,-7,9%,0%,-1%,-6%,6%,1%,-11%
Cc1ccc(N(C(=O)c2csnn2)C(C(=O)NCc2ccccc2)c2cccnc2)cc1 (stereo unspecified),-23%,-5%,0%,0,3%,-1%,-3%,-1%,1%,?,0%
Cc1ccc2c(c1)nnn2C1CCN(CC(=O)NCCc2nc3ccccc3[nH]2)CC1,8%,-1%,-1%,8,-3%,-1%,10%,-4%,16%,3%,9%
CN(Cc1cccs1)C(=O)Cc1csc(-c2ccccc2)n1,-1%,0%,?,-12,?,?,?,0%,25%,-4%[10 µM],2%
COc1ccc(-c2noc(CCC(=O)NCCCN3CCC(Cc4ccccc4)CC3)n2)cc1,-15%,-6%,-6%,-103*,?,0%,-9%,2%,15%,?,-4%
O=C(O)C1CC(=O)N(CCc2ccccc2)C1 (stereo unspecified),-6%,0%,-3%,-5,1%,0%,1%,-2%,8%,-21%,1%
Cc1ccc(C2c3[nH]c4ccccc4c3C[C@H]3C(=O)N(c4ccccc4C(=O)NCCCN4CCOCC4)C(=O)N23)cc1 (stereo partly specified),14%,3%,5%,-24,?,-3%,-8%,-9%,-16%,?,3%
CCOc1ccc(/C=N/NC(=O)c2cc(-c3ccco3)nc3ccccc23)cc1,3%,-6%,-3%,-21,9%,?,0%,·,?,?,4%
O=C(O)/C=C/c1cn(Cc2ccccc2)nc1-c1cccnc1,·,5%,-4%,6,?,-4%,0%,13%,8%,6%,-4%
NS(=O)(=O)c1ccc(CNC(=O)c2sccc2-c2ccccc2)cc1,-1%,2%,-1%,17,-1%,3%,5%,0%,-8%,6%,2%
O=C(COc1ccccc1[N+](=O)[O-])Nc1ccccc1N1CCCC1,-3%,?,-4%,16,-6%,-4%,1%,9%,-19%,29%,-2%
CCn1ccnc1[C@@H]1C[C@H]2CN(Cc3ccccc3OC)C(=O)[C@]23CCCN13,-20%,2%,1%,12,3%,1%,-6%,-22%,-22%,4%,-21%
CC1CCN(c2cc(N3CCOCC3)c([N+](=O)[O-])cc2F)CC1,0%,17%,-2%,-2,0%,-6%,-4%,?,-33%,-7%,-11%
CC(CCc1ccccc1)NC(=O)CN1C(=O)NC2(CCCCC2)C1=O (stereo unspecified),1%,-2%,-5%,4,7%,-1%,11%,4%,-5%,-2%,-2%
COc1ccc(-c2csc(NC(=S)NC(=O)c3ccc(S(=O)(=O)N(C)C)cc3)n2)cc1OC,·,0%,1%,4,-13%,0%,3%,-1%,2.8µM*,?,-6%
COc1ccc(CCNC(=O)CCS(=O)(=O)c2ccc(C)cc2)cc1OC,12%,-1%,-1%,-3,-4%,6%,1%,8%,-9%,-3%,2%
Cc1cccc(NC(=O)Cc2nnc(NC(=O)Nc3ccccc3F)s2)c1,?,4%,-5%,0,?,?,1%,-4%,-17%,2%,5%
C=CCN(CC(=O)NCC1CCCO1)C(=O)CCC(=O)Nc1cc(C)on1 (stereo unspecified),1%,0%,2%,-11,7%,10%,4%,-8%,?,-4%,2%
CCOC(=O)N1CCC(NC(=O)c2ccc3c(c2)N(C)C(=O)/C(=C/c2cccc(OC)c2)S3)CC1,·,0%,-8%,1,?,3%,-13%,5%,?,-25%,·
COc1cccc(CSc2nnnn2-c2ccc(O)cc2)c1,19%,10%,1%,-13,-13%,-11%,3%,-1%,?,6%,2%
COc1ccc(CCC(=O)NNC(=O)Cn2nc(C)cc2C)cc1,·,3%,-11%,-8,10%,4%,-3%,-2%,2%,9%,-20%
O=C(COC(=O)c1ncc(Cl)c(Cl)c1Cl)NNC(=O)c1ccccc1,·,-4%,1%,-25,0%,1%,-2%,·,·,·,·
CCCCCCCCCOC(=O)C[n+]1csc(CCO)c1C,-9%,4%,-3%,-9,8%,0%,-12%,-15%,26%,-16%[0.365 µM],-3%
CCCN(CCC)c1nc2ccccc2nc1C(C#N)C(=O)OCCOC (stereo unspecified),-14%,29%,·,1,·,12%,·,8%,-31%,8%,2%
CCCCC(CCC(=O)Nc1nccs1)C(=O)O (stereo unspecified),0%,0%,-5%,-1,?,-2%,1%,1%,-2%,-2%,-1%
O=c1cc(O)nc(-c2ccccc2)s1,?,20%,-2%,-15,2%,-12%,4%,-3%,-25%,?,2%

# Not all compounds are listed; count on the stated rates, not on these rows.
